Assay outcomes: PubChem BioAssay, National Center for Advancing Translational Sciences (NCATS)
HADH2 inhib: inhibitors of human HADH2 dehydrogenase; Q99714; recombinant HADH2, NADH fluorescence, beta-hydroxybutyryl-CoA; Potency, µM (doses to about 57.1 µM), for the others: top-dose activity change, negative = inhibition, hits mostly inhibitors; 73,000 tested, 3.4% active; also: potency is read from the fitted curve at half-maximal effect; % is scaled to controls: 0 for no effect and ±100 for the full control effect; nearly all actives have a fitted effect of over 60% in size; many of its hits are not listed in these tables
Target sequence (Q99714 whole entry, looked up, one chain of several): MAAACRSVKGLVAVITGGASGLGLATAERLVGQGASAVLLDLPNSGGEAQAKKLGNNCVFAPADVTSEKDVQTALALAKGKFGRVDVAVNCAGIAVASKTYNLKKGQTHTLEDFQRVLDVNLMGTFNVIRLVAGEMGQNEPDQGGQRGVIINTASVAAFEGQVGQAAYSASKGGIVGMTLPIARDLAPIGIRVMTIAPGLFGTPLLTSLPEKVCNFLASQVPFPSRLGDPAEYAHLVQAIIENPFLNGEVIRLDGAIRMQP
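NADH fluorescence (ex 360/em 450 nm) read every 30 s for 4 min; activity taken as last-minus-first time point difference. Enzyme 20 nM, NAD+ 1 mM, beta-hydroxybutyryl-CoA 90 uM, pH 9.0 Tris buffer.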
BRCT inh red: BRCT-phosphoprotein interaction inhibition (red fluorophore); 75,000 tested, 0.03% active; BRCT-phosphopeptide binding, red fluorescence polarization; AID 892; P38398; Potency, µM (series often up to 76.9 µM), inactives show top-dose activity change, negative = inhibition, most hits filed as inhibitors; also: % is scaled to controls: 0 for no effect and ±100 for the full control effect
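Fluorescence polarization: 100 nM His-tagged BRCA1 BRCT with 100 nM TAMRA-labelled phospho-BACH1 decapeptide, phosphate buffer pH 7.3 with 150 mM NaCl, DTT, 0.01% Tween 20; 12 min RT. Binding inhibition seen as FP decrease.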
15-hLO inh: 15-hLO (ALOX15) enzyme inhibition; P16050; AID 887; Potency, µM (top dose mostly 57.1 µM), inactives show at the highest dose activity change, negative = inhibition, most hits filed as inhibitors; 74,000 tested, 1.4% active; purified 15hLO-1, xylenol orange hydroperoxide absorbance; also: potency is read from the fitted curve at half-maximal effect; % is scaled to controls: 0 for no effect and ±100 for the full control effect; nearly all actives have a fitted effect of over 55% in size
Target sequence (P16050 whole entry, looked up): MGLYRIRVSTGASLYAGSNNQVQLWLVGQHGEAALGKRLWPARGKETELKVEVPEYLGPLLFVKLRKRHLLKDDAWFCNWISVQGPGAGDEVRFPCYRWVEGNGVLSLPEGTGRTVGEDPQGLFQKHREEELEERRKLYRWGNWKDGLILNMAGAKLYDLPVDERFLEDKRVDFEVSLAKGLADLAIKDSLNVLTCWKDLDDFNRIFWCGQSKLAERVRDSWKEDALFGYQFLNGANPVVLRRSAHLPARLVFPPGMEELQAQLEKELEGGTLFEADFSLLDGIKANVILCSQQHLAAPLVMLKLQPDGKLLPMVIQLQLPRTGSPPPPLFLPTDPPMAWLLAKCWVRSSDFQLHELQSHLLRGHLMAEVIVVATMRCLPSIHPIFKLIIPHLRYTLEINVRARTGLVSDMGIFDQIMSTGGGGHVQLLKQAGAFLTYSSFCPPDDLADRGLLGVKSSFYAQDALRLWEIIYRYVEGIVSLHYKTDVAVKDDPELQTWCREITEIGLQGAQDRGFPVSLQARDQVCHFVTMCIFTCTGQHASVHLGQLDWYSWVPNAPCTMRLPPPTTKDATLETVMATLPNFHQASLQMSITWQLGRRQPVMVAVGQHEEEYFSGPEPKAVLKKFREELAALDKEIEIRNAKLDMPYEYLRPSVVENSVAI
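Purified human 15hLO-1 (40 nM final) in 25 mM Hepes pH 7.5, 0.01% Triton X-100 was preincubated with compound 15 min at room temperature, then reacted 6 min with 50 uM arachidonic acid; hydroperoxide detected by Fe-XO, 573/405 nm absorbance ratio.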
CRE Fsk mod: CRE-bla signaling modulation under forskolin stimulation. CHO CRE-bla reporter (cAMP response element driving beta-lactamase), forskolin EC10, beta-lactamase ratio. Potency, µM (highest dose often 38.2 µM), for the others: at the highest dose activity change, negative = inhibition, actives largely listed as activators. 71,000 tested, 2.5% active. AID 662; active = well fitted activation curve with a large enough effect in the signal ratio, with a control signal flat, not every such curve was filed as active; inconclusive = small, poorly fitted or top-dose-only effect, or effect the other way, or a change in a side signal; the % refers to the signal ratio; also: potency is read from the fitted curve at half-maximal effect; % of control where 0% means no effect
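AC50 values, positive or negative, reflect shifts in EC10 NKH 477-induced CRE-bla reporter activity in CHO cells. Incubation lasted 3 h at 37 °C before CCF4 substrate (2 h, room temperature) and ratiometric 460/530 nm reading.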
Hsp90 Hop PPI: changes Hsp90-Hop TPR2A binding signal, up or down | AlphaScreen TPR2A-His6 binding biotin-Hsp90 C-terminal peptide | Potency, µM (highest dose often 57 µM), for inactives: top-dose activity change, negative = inhibition | 71,000 tested, 0.44% active; active = well fitted curve in either direction with a large enough effect; inconclusive = small, poorly fitted or top-dose-only effect, or another doubt; also: potency is read from the fitted curve at half-maximal effect; % is scaled to controls: 0 for no effect and ±100 for the full control effect; many of its hits are not listed in these tables
UbGFP stabilizer: proteasome inhibitors stabilizing ubiquitin-GFP reporter. Ubiquitin-GFP reporter cells, proteasome inhibition, GFP fluorescence; response scale: untreated = 0%, 10 µM MG-132 = 100%. Potency, µM (highest dose often 45.9 µM), for inactives: at the highest dose activation (GFP accumulation), usual class: activators. 67,000 tested, under 10 active. AID 526; active = well fitted activation curve with a large enough effect, not every such curve was filed as active; inconclusive = small, poorly fitted or top-dose-only effect, or another doubt; inactive = no such curve, though single readings can be large or run the other way; also: potency is read from the fitted curve at half-maximal effect
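U2OS Ub(G76V)-GFP reporter; O/N plating, 0.5% FBS; cpd 46 uM–2.9 nM, 4 h, 37 °C; GFP+ cell count, 488/515 nm; norm. to basal vs 10 uM MG-132; CRC fit.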
USP2a inhib: USP2a (human) protease inhibition; USP2a enzymatic assay, qHTS inhibition; Potency, µM (titrated, usually from 38.3 µM), for the others: top-dose activity change, negative = inhibition, usual class: inhibitors; 60,000 tested, 0.1% active; AID 927;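 also: potency is read from the fitted curve at half-maximal effect; nearly all actives have a fitted effect of over 60% in size; plate controls were DMSO for no effect and NEM full inhibition control for full effect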
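USP2 core (20 nM final) was preincubated with compound for 30 min at RT in 20 mM Tris-HCl pH 8.0, 2 mM CaCl2, 2 mM beta-mercaptoethanol; Ub-PLA2 (20 nM) plus NBD C6-HPC (20 uM) then added, fluorescence read after 2.5 h.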
BRCT inh green: BRCA1 BRCT-phosphoprotein interaction inhibition; BRCA1 BRCT-phosphopeptide binding, green fluorescence polarization; Potency, µM (titrated, usually from 76.9 µM), for inactives: at the top dose activity change, negative = inhibition, usual class: inhibitors; 75,000 tested, 0.05% active; AID 875;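 also: potency is read from the fitted curve at half-maximal effect; plate controls were peptide without protein for full effect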
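Fluorescence polarization: His-tagged BRCT (~35 kDa BRCA1 C-terminus, 250 nM) bound to 100 nM fluorescein-labeled phosphorylated 10-aa BACH1 peptide, pH 7.3 phosphate buffer with DTT and Tween 20. Compounds incubated 12 min at room temperature; inhibition read as lowered polarization.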
HBB splice mod: modulators of hemoglobin beta chain splicing; HBB splicing reporter cell assay, activation; EGFP reporter with mutant IVS2-654 intron; response scale: normalised to 500 nM splice-correcting PNA; Potency, µM (doses to about 46.1 µM), without a hit: at the top dose activation, actives largely listed as activators; 65,000 tested, 0.06% active; also: potency is read from the fitted curve at half-maximal effect; 0% is about no effect
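HeLa cells stably expressing EGFP interrupted by mutant beta-globin intron 2 (IVS2-654), 500/well in 2% FCS. Treated with compound for 2 days at 37C. Splicing correction scored as total well GFP intensity (488 nm excitation, 500-520 nm emission); 500 nM antisense PNA served as control.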
DNA Pol III inh: blocks replication by bacterial DNA polymerase III holoenzyme. Potency, µM (highest dose often 57.1 µM), for inactives: at the top dose activity change, negative = inhibition. 71,000 tested, 0.25% active. reconstituted DNA polymerase III holoenzyme replication, biochemical. AID 603; also: potency is read from the fitted curve at half-maximal effect; % is scaled to controls: 0 for no effect and ±100 for the full control effect
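Reconstituted *E. coli* holoenzyme (0.35 nM Pol III, 1 nM beta, 154 nM SSB, 2 nM primase) was preincubated with compound for 15 min at RT. Synthesis on 1.4 nM ssM13Gori ran 35 min, then was stopped with PicoGreen/EDTA and read as dsDNA fluorescence.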
GFP derepression: epigenetic GFP locus derepression in mouse cells; mouse C127i GFP locus derepression, cytometry, 30 h; Potency, µM (top dose mostly 46.1 µM), without a hit: at the highest dose GFP derepression (activation); 68,000 tested, 0.09% active; AID 597; also: % of control where 0% means no effect
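Locus derepression in mouse mammary C127i cells whose integrated CMV-GFP reporter is normally silent; GFP expression after 30 h compound treatment was quantified by counting fluorescent cells.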
* marks the source's active call; other numbers are inactive results; u = inconclusive; x = not tested or not shown; [ ] = dose if it differs, or a comment. Unless noted, calls follow the shape of the dose curve; as a rule, active = well fitted curve in the direction sought with a large enough effect; inconclusive = small, poorly fitted or top-dose-only effect, or another doubt; inactive = no such curve, though single readings can be large; an effect the other way counts as inactive or inconclusive. This is a subset (hit frequency here may not be typical).

SMILES	HADH2 inhib	BRCT inh red	15-hLO inh	CRE Fsk mod	Hsp90 Hop PPI	UbGFP stabilizer	USP2a inhib	BRCT inh green	HBB splice mod	DNA Pol III inh	GFP derepression
CCC(Sc1nc2cc3c(cc2c(=O)n1Cc1ccco1)OCO3)C(=O)Nc1cccc(OC)c1 (configuration not stated)	5%	-0.6%	2%	u	-2%	-3%	34%[activator]	-2.3%	4.7%[0.369 µM]	-10%	6%
CCN(CC)C(=O)CSc1nnc(-c2cnccn2)n1-c1ccccc1	21%	-2.4%	-2%	-2%	-3%	3%	-1%	-2.4%	5.9%	-4%	0%
CCOCC(=O)Nc1nnc(SCCOC)s1	-15%	-2.1%	-4%	1%	-3%	-4%	-6%	-1.4%	x	-5%	-3%
CCC1CCCCN1Cc1nc2c(c(=O)n(C)c(=O)n2C)n1CCCc1ccccc1 (configuration not stated)	u	0.8%	3%	u	1%	-3%	x	-2.5%	0.4%	-3%	x
Cc1cc(NC(=O)c2ccc3c(c2)C(=O)N(CCC(C)C)C3=O)no1	7%	-0.6%	3%	22%	6%	-7%	5%	-0.8%	0.6%	6%	3%
Nc1nc(Nc2ccccc2)nc2c1ncn2[C@@H]1O[C@@H](CO)[C@H](O)[C@@H]1O	-8%	0.6%	6%	12%	-4%	7%	4%	-3.3%	-0.2%	-2%	-1%
COc1cc(C)c(Cl)cc1S(=O)(=O)NCC1CCCO1 (configuration not stated)	9%	-0.5%	10%	0%	3%	3%	5%	-0.5%	0.4%	-2%	-3%
Cc1cc2cc(CNC(=O)CC(C)C)ccc2n1C	8%	-2.2%	u	-1%	-3%	-7%	16%	-7.0%	-1.4%	3%	8%
NC(=O)Nc1nc2ccccc2[nH]1	-15%	-0.9%	-8%	-14%	-4%	x	x	-0.3%	-0.7%	-7%	x
Cc1nc(-c2cnn(-c3ccccc3)c2)c2cc(C)oc2n1	25µM*	-1.8%	-13%	4µM*	3%	0%	11%	0.1%	3.9%[0.369 µM]	1%	0%
COc1cc(OC)cc(-c2nc(-c3cc4cc(C)ccc4nc3OC)no2)c1	0%	1.2%	3%	15%	0%	-1%	7%	0.7%	-1.4%[0.369 µM]	-2%	4%
O=C(CN1CCN(c2ccccn2)CC1)Nc1cccc(C(F)(F)F)c1	4%	1.6%	-4%	-3%	1%	-1%	x	-3.9%	-0.5%[57.5 µM]	4%	2%
Cc1cc(C(=O)Nc2cccc(O)c2)c(C)o1	-9%	-1.2%	-6%	7%	-9%	10%	14%	-1.5%	x	-7%	1%
CN(C)Cc1cc(C(F)(F)F)ccc1C(O)(c1ccccc1)c1ccccc1	6%[11.4 µM]	0.2%[15.4 µM]	16%[11.4 µM]	-9%[7.6 µM]	-4%[11 µM]	-3%[9.17 µM]	x	-3.2%[15.4 µM]	1.4%[9.22 µM]	-4%[11.4 µM]	-3%[9.22 µM]
CCOC(=O)Cn1c(=O)c2c(nc(N3CCCCC3)n2Cc2ccccc2)n(C)c1=O	-6%	-2.3%	0%	u	-5%	x	1%	-3.3%	2.7%[0.369 µM]	-2%	-2%
COc1ccc(C2C(C(=O)Nc3ccccc3)=C(C)Nc3nc(CCCO)nn32)cc1 (configuration not stated)	-2%	0.4%	18%	0%	-3%	14%	8%	-0.9%	2.7%	1%	-2%
O=C(NCCc1ccc(Cl)cc1)c1ncn[nH]1	-1%	-1.5%	14%	-11%	u	-1%	7%	-1.8%	-1.6%	-4%	1%
Cn1cccc1C(=O)N1CCC2(CC1)CCN(c1cccc(-c3ccccc3)c1)CC2	11%	0.2%	-5%	-3%	u	-1%	104%[activator]	2.0%	1.8%	-1%	0%[9.22 µM]
CC(=NCCCn1ccnc1)C1=C(O)c2ccccc2C1=O	3%	-1.5%	17%	11%	13µM*	-4%	-2%	-1.7%	u	-6%	-1%
COC(=O)C1=C(C)Nc2ncnn2C1c1ccc(OCc2ccccc2)cc1 (configuration not stated)	-1%	-1.0%	7%	4%	-3%	-5%	102%[activator]	-0.8%	x	-7%	10%
O=C(NCc1cccs1)C1CCN(c2nc3ccccc3o2)CC1	10%	-0.8%	-5%	-15%	4%	3%	-5%	-2.8%	-1.5%[57.5 µM]	-7%	0%
CC(C)Nc1nc(NC(C)C)nc(Oc2ccc(/C=N/O)cc2)n1	5%	0.5%	-6%	u	-1%	1%	-4%	-0.9%	-0.6%	4%	0%
Cc1onc(-c2ccccc2Cl)c1C(=O)NCC1CCCO1 (configuration not stated)	5%	2.4%	7%	2%	-3%	-3%	5%	-1.1%	0.1%[9.22 µM]	-10%	0%
COc1ccc(-n2c(SCC(=O)N3CCCCC3)nc(O)cc2=O)cc1	-6%[11.4 µM]	2.3%	-3%[11.4 µM]	-8%[7.6 µM]	-5%[11 µM]	-11%[9.17 µM]	13%[7.66 µM]	0.7%	0.7%[0.0738 µM]	1%[11.4 µM]	0%
O=c1nc2n(c3ncccc13)CCC2	-21%	0.4%	11%	-3%	0%	-4%	-3%	-1.6%	-8.0%	-2%	-1%
Additional entries
SMILES	HADH2 inhib	BRCT inh red	15-hLO inh	CRE Fsk mod	Hsp90 Hop PPI	UbGFP stabilizer	USP2a inhib	BRCT inh green	HBB splice mod	DNA Pol III inh	GFP derepression
[C-]#[N+]/C(C#N)=C\c1cc(C(C)(C)C)c(O)c(C(C)(C)C)c1	u	-2.1%	7%	x	x	x	x	8.4%	-1.0%	x	x
CN(C)c1cccc(NC(=O)CCc2ccccc2)c1	-6%	-3.6%	u	-12%	-6%	10%	-1%	0.0%	-1.0%	4%	-2%
c1ccc2c(CNn3cnnc3)cccc2c1	-3%	-0.5%	1%	13%	-3%	-2%	-1%	-0.4%	-4.3%	4%	5%
COCC(=O)NCc1nc2ccccc2[nH]1	2%	0.0%	5%	-10%	3%	19%	-5%	-2.1%	-0.7%	0%	-1%
COC(=O)c1ccc(C(NC(=O)OCc2ccccc2)/C(=C/[C@@H](C)C(=O)N(C)C)c2cccnc2)cc1 (some centres not stated)	5%	1.2%	-4%	-13%	-2%	x	x	-2.0%	0.1%	-8%	x
CCOC(=O)c1cc2occc2n1CC(=O)N1CCN(C(=O)c2ccco2)CC1	3%	-0.8%	-8%	2%	-2%	-3%	-2%	-2.4%	-5.7%	2%	2%
Cc1ccc2c(c1)N(CC(=O)N1CCCCCC1)C(=O)CO2	1%	-2.9%	5%	0%	0%	-3%	x	-0.9%	0.2%[57.5 µM]	-5%	2%
CCCCCCN1C(=O)C(O)=C(C(C)=O)C1c1ccc(Cl)cc1 (configuration not stated)	8%[11.4 µM]	-4.1%	-2%[11.4 µM]	u	-4%[11 µM]	-5%[9.17 µM]	-6%[7.66 µM]	0.2%	-0.8%[0.0738 µM]	2%[11.4 µM]	-2%
COc1ccc(C(=O)N2CCC3(CCCN(C(c4ccccc4)c4ccccc4)C3)CC2)cc1	0%	0.6%	-5%	6%	-4%	-1%	113%[activator]	-0.4%	-1.1%	-2%	-2%[9.22 µM]
CCOC(=O)CSc1nc2cc(C)cc(C)c2cc1C#N	-3%	-0.4%	-6%	16%	13%	-8%	2%	2.0%	0.6%	-4%	9%
COC(=O)c1ccccc1NC(=O)c1cncc(Br)c1	11%	-0.2%	-1%	u	19%	11%	4%	-3.9%	2.0%	1%	0%
NC(=O)CCCCC(=O)OCCCc1cccs1	-2%	0.2%	-7%	-7%	-2%	-5%	-24%	-1.7%	-1.4%	-1%	-2%
COc1ccc(-n2nnc3c(=O)n(Cc4cccc(C)c4)cnc32)cc1	-9%	-1.3%	-12%	1%	3%	13%	8%	1.7%	4.1%[1.84 µM]	-2%	0%
Nc1nc2c(ncn2[C@H]2CC[C@@H](CO)O2)c(=O)n1C(=O)c1ccccc1	4%[11.4 µM]	1.8%[15.4 µM]	8%[11.4 µM]	-2%[7.6 µM]	-5%[11 µM]	-2%[9.17 µM]	x	-2.5%[15.4 µM]	4.3%[9.22 µM]	4%[11.4 µM]	-7%[9.22 µM]
COCCN1C=C(C(=O)OC)C(c2ccc(OC)c(OC)c2)C(C(=O)OC)=C1	u	-1.4%	3%	u	0%	3%	8%	-2.2%	3.4%	-6%	5%
